# miR-122 sensor: miR-122 Renilla sensor signal increase in Huh7, primary screen, miR-122 inhibitor project, cell-based, single point, plate reader; activation (reporter increase), % at 12.5 µM; 0.3% of 340,000 active; AID 602342, 2012; Huh7 miR-122 Renilla luciferase sensor, 48 h; neutral wells = 0, positive control = 100;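 active = mean replicate activation score at least 90 and every replicate individually at or above 90; inconclusive = only one of the two criteria met; inactive = neither criterion met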;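 note: higher luciferase means less miR-122 activity so hits act as miR-122 inhibitors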
# PGC1a acetyl inh: inhibitors of PGC1a acetylation signal, primary screen, cell-based, U2OS, AlphaScreen, inhibitor mode. AID 651687, 2012. inhibition, % at 15.6 µM. AlphaScreen anti-acetyl-lysine; with virally co-expressed GCN5 acetyltransferase. 0.17% of 350,000 active;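 active = every replicate shows inhibition of at least 40%; inconclusive = mean inhibition at least 40% but some replicate below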;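 note: 0% = neutral control wells and 100% = positive control wells; some results beyond the cut were filed as inactive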
# Cneo AK release: Cryptococcus neoformans cell lysis inducers, primary screen, AK release luminescence, single concentration; C. neoformans lysis, adenylate kinase release luminescence, 4 h; normalised: neutral wells 0, clomiphene wells 100; AID 651654, 2012; 0.2% of 360,000 active; lysis activity, % at 15 µM;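 active = mean lysis activity across replicates of at least 80%, whatever share of replicates individually reach that level; inactive = mean lysis activity below 80%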
#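 read-out = cell lysis signal | test system = log-phase Cryptococcus neoformans yeast cells | input = cells at 5 × 10^6 per mL | medium = fresh YPD growth medium | signal = luminescent adenylate kinase detection reagent | timing = 4 h at 37 °C static, read 1 h later | dosing = single dose | controls = Clomiphene as positive lysis control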
# RAD54 inh: inhibitors of human RAD54 branch migration, primary screen, biochemical, fluorescence, single point; DNA repair and recombination protein RAD54-like (Homo sapiens), Q92698; RAD54 Holliday junction branch migration, FAM/BHQ fluorescence; inhibition, % at 10.4 µM; 0.14% of 360,000 active;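 active = mean normalized replicate activity at least 40 and at least half of replicates scoring 40 or more; inconclusive = only one of the two criteria met; inactive = mean below 40 and under half of replicates reaching 40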;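 note: 0% = median of neutral control wells and 100% = median of positive control wells; inhibitors cause a drop in the FAM fluorescence signal; in these data hits start at about 50%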
# E-selectin induc: E-selectin induction in HUVECs, primary screen, imaging, HUVEC, immunofluorescence imaging, single point. P16581. normalized: neutral wells 0, TNF-alpha wells 100. activation, % at 7.58 µM. 0.37% of 260,000 active;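 active = mean E-selectin-positive cell signal at least 10% of the positive control, reached in at least 60% of replicates, without over 20% cell loss; inconclusive = no rule given, readout overlaps actives, possibly toxicity-flagged; inactive = the rest, including those meeting only one limit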;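 note: in these data hits start at about 27%; measured in HUVEC primary endothelial cells; signal is the percent of cells scored E-selectin positive by PE staining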
# Target sequence (P16581 whole entry, looked up): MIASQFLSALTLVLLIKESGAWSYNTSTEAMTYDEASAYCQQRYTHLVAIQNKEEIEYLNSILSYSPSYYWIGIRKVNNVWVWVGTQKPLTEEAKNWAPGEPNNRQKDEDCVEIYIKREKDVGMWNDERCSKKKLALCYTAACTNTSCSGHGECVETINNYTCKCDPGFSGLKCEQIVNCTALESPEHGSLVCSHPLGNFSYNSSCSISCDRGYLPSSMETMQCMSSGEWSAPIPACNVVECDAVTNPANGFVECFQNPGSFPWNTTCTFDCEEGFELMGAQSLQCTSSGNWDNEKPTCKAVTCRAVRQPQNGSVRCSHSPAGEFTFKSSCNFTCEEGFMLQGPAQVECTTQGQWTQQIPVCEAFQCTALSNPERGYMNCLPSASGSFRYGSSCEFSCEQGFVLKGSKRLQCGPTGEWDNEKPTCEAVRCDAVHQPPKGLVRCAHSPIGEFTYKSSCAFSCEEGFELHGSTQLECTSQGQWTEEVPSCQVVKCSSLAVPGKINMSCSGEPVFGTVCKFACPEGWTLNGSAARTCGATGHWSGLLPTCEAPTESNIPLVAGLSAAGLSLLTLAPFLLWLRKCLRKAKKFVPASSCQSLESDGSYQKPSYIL
#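 material = human umbilical vein endothelial cells (HUVEC), E-selectin induction | quantity = 3,000 cells/well | medium = EGM-2 growth medium on 0.1% gelatin-coated wells | technique = immunofluorescence imaging | read-out basis = % PE-positive cells | control set = TNF-alpha positive control, DMSO neutral control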
# RAD52 anneal inh: RAD52 DNA annealing inhibitors, primary screen, biochemical, FRET, single point, set 2. DNA repair protein RAD52 homolog (Homo sapiens), P43351. recombinant RAD52 DNA annealing, FRET fluorescence. inhibition, % at 18.7 µM. 0.46% of 360,000 active. AID 651710, 2012;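 active = every replicate showing at least 50% inhibition; inconclusive = mean inhibition at least 50% but not in every replicate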
# Target sequence (P43351 whole entry, looked up): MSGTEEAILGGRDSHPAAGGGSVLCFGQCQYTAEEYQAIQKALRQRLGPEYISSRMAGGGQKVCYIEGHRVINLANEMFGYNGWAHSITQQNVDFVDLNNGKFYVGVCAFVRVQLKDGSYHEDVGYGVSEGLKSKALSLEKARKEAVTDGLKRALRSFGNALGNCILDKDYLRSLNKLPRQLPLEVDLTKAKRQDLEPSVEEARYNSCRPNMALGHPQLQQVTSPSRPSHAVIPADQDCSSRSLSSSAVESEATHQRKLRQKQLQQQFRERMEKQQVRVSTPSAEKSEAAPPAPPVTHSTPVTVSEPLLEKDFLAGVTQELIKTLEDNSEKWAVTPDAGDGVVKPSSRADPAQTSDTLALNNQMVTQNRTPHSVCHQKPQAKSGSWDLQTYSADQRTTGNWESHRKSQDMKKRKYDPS
# ERAP1 HTS inh: human ERAP1 aminopeptidase inhibitors, primary screen, biochemical, single point, plate reader. Endoplasmic reticulum aminopeptidase 1 (Homo sapiens), Q9NZ08. recombinant ERAP1, Leu-AMC fluorescence, 60 min. inhibition, % at 10.7 µM. 0.15% of 340,000 active;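 active = mean replicate inhibition of at least 30%, or all replicates individually reaching that 30% level; inactive = mean below 30% and not every replicate reaching it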;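 note: 0% = neutral control wells and 100% = L-leucinethiol positive control wells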
# PglD inh: C. jejuni PglD acetyltransferase inhibitors, primary screen, biochemical, DTNB colorimetric, single point. UDP-N-acetylbacillosamine N-acetyltransferase PglD (Campylobacter jejuni). purified PglD enzyme, DTNB colorimetric CoA detection. inhibition, % at 12.5 µM. 0.098% of 360,000 active. AID 602405, 2012; in the data active = inhibition above about 16%, passing the limit was not always enough; inconclusive = no clear call, values can overlap the other calls; note: strong numbers were not always called active
# The depositor's hits bear a star; ? = inconclusive; · = not tested or not shown; & = joins results of further samples; [ ] = remark or other dose.
SMILES,miR-122 sensor,PGC1a acetyl inh,Cneo AK release,RAD54 inh,E-selectin induc,RAD52 anneal inh,ERAP1 HTS inh,PglD inh
C[C@H]1CN([C@@H](C)CO)S(=O)(=O)c2ccc(-c3cccc(C#N)c3)cc2O[C@@H]1CN(C)C(=O)C1CC1,14[16.7 µM],-6,3,11,0.0,-4,0,2
Cc1nn(Cc2cccc(C(=O)Nc3ccn(Cc4ccccc4F)n3)c2)c(C)c1[N+](=O)[O-],4,-23,0,-3,·,·,·,0
O=C(NC1CCCC1)C(c1cccnc1)N(Cc1ccccc1)C(=O)c1csnn1 (stereo not drawn),·,·,0,4,0.4,-12,-2,5
CCN(CC)S(=O)(=O)c1ccc2c(c1)nc(SC(C)C(=O)NCC1CCCO1)n2CC (stereo not drawn),·,·,1,3,·,-8,2,4
Cc1c(NC(=O)COC(=O)c2ncc(Cl)c(Cl)c2Cl)c(=O)n(-c2ccccc2)n1C,0,6,3,-3,·,-2,-1,0
C=CCNC(=O)c1ccc(CN(c2ccc(OCC)cc2)S(=O)(=O)c2ccc(C)cc2)cc1,·,·,-2,4,0.0,-5,-2,-6
COc1ccc(/C=N/n2cnc3c([nH]c4ccc(F)cc43)c2=O)cc1CN1CCCC1,6,5,·,·,7.4,-25,-2,·
O=c1[nH]c(=S)[nH]cc1Oc1ccccc1,6,-4,-1,1,0.0,-14,-1,-4
O=C(CCN1C(=O)C2CCCCC2C1=O)Nc1ccc(Br)cc1F (stereo not drawn),·,·,5,6,·,-6,3,11
CCc1cc(C(=O)N2CCN(c3ncccn3)CC2)sc1C,-3,·,0,2,-0.2,-4,-1,-1
C[C@]12CC[C@@H]3c4ccc(O[C@@H]5O[C@H](C(=O)O)[C@@H](O)[C@H](O)[C@H]5O)cc4CC[C@H]3[C@@H]1C[C@@H](O)[C@@H]2O,0,11,2,4,0.6,5,-1,0
CCOC(=O)c1cc(CC)sc1NC(=O)COC(=O)c1cc[n+]([O-])cc1,-6,-13,·,·,-0.3,1,5,·
CC(=O)Nc1ccc2c(c1)C(=O)N(C)[C@H]1CC[C@@H](CC(=O)NCc3ccc(F)cc3)O[C@@H]1CO2,5[16.7 µM],2,-5,3,0.1,10,-1,-1
COc1ccccc1N1C(=O)c2cccc3cccc(c23)C1=O,·,·,33,-8,·,-45,1,0
O=c1c2ccccc2nc2n1-c1ccccc1CCC2,-5,6,-1,-8,·,·,·,1
CCc1ccc(C(=O)Nc2cc3c(cc2Cl)OCCCO3)cc1,-1,-4,-12,-6,·,·,·,3
C[C@H]1CN([C@@H](C)CO)C(=O)c2ccccc2-c2ccccc2CO[C@@H]1CN(C)Cc1ccc(C(=O)O)cc1,·,1,7,-2,-0.5,10,-2,1
C[C@@H]1CN([C@@H](C)CO)C(=O)Cc2cc(NC(=O)Nc3cccc4ccccc34)ccc2O[C@H]1CN(C)C(=O)NC1CCCCC1,0[16.7 µM],-4,-3,11,-1.9,-5,2,3
CO[C@@H]1CN(C)C(=O)c2ccc(NC(=O)C3CCC3)cc2OC[C@H](C)N(Cc2nccs2)C[C@H]1C,1[16.7 µM],·,0,10,0.1,7,-3,-2
C[C@H](CO)N1C[C@H](C)[C@@H](CN(C)S(=O)(=O)c2ccc(Cl)cc2)OCCCC[C@H](C)Oc2ccc(NC(=O)c3ccccc3)cc2C1=O,0[16.7 µM],-7,1,5,0.4,-32,2,3
O=C(Nc1cccc(S(=O)(=O)N2CCCCC2)c1)C1CCCC1,21,-5,-2,-4,·,-8,-1,2
C[C@H](CO)N1C[C@H](C)[C@@H](CN(C)S(C)(=O)=O)Oc2ncc(-c3cccnc3)cc2C1=O,-3[16.7 µM],9,-4,1,-0.8,-2,1,-3
Cc1ccc(S(=O)(=O)N2CCN(C(=O)CC(C)(C)C)CC2)cc1,-9,-1,3,0,-1.1,-12,-2,-9
COc1ccc(S(=O)(=O)Nc2ccc3c(c2)CC(=O)N([C@@H](C)CO)C[C@H](C)[C@H](CN(C)CC2CCCCC2)O3)cc1,0[16.7 µM],6,-3,5,-0.5,7,1,-3
COC(=O)C1=C(c2ccc(OC)cc2)OC(=O)C1(C)C,-6,·,-1,-9,0.2,-4,3,3
SMILES,miR-122 sensor,PGC1a acetyl inh,Cneo AK release,RAD54 inh,E-selectin induc,RAD52 anneal inh,ERAP1 HTS inh,PglD inh
CCc1nc2ccc(C(=O)Nc3cccc(OCC(=O)N(C)C)c3)cn2c1N(C=O)Cc1ccc(OC)cc1,-1,-7,-1,-14,0.0,-23,2,0
CCc1nnc(NC(=O)CCC(=O)N2CCN(c3ccccn3)CC2)s1,2,11,0,-6,-0.1,·,·,·
O=C(Cc1ccc(Cl)cc1)NCC(=O)N1CCN(Cc2ccccc2)CC1,·,·,0,-1,-0.4,-9,-3,5
O=C(NN=C1CCCCC1)c1cc(-c2ccccc2)n[nH]1,-1,-5,·,1,·,·,·,7
Cc1nc(C)c(C(=O)NCCC(c2ccccc2)c2ccccc2)o1,·,5,·,·,-0.9,-31,2,·
Cn1cc(S(=O)(=O)Nc2ccc(F)cc2F)c(=O)n(C)c1=O,1,·,0,5,-0.1,-2,8,3
Cc1cc(Cl)c(S(=O)(=O)Nc2ccc(Cl)cn2)cc1OCC(N)=O,72,3,-3,3,·,·,·,2
COc1ccc(OCCN2CCN(C(=O)c3ccc(OC)cc3)CC2)cc1,-10,6,-3,-3,·,0,-3,-2
CN(C)Cc1cn(CC[C@H]2CC[C@H](NC(=O)Nc3ccccc3F)[C@H](CO)O2)nn1,·,-1,2,-1,0.0,-3,1,1
Cc1cc(NC(=O)C(C)Sc2nnc(NCc3ccco3)s2)no1 (stereo not drawn),-4,2,2,-5,?,-14,1,3
CCOC(=O)N1CCC(NC(=O)c2cc(C)c3c(C)nn(-c4ccccc4)c3n2)CC1,-4,-22,-1,-3,·,·,·,7
COc1ccccc1-c1c(C(F)(F)F)oc2c(CN(C)C)c(O)ccc2c1=O,·,·,-1,2,·,-19,0,-1
CCN(CC)C(=O)[C@H]1CC(CC(=O)NCCCN(C)C)C(=O)N2CCc3c([nH]c4ccc(OC)cc34)[C@]12C (stereo partly drawn),·,·,0,5,-1.2,-18,6,2
CCC1Sc2ccc(S(=O)(=O)N3CCN(c4ccccc4)CC3)cc2NC1=O (stereo not drawn),-3,-15,7,0,·,-16,0,-2
CC(C)NCC(O)COc1c(F)cc(Br)cc1F (stereo not drawn),-2,-7,3,-2,·,·,·,4
CCC(=O)N1[C@@H](CO)[C@@H](c2ccc(-c3ccc(F)cc3)cc2)C12CN(C(C)=O)C2,·,1,·,·,-0.2,-17,-1,·
Cc1c(Cl)cccc1NC(=O)CNC(=O)c1ccc2c(c1)OCCO2,-7,-1,0,3,·,-17,2,3
c1ccc2c(c1)CC1(CCCCC1)n1nnnc1-2,-3,10,2,-17,·,15,-1,-3
CN(C)S(=O)(=O)c1ccc(NC(=O)CCNC(=O)c2ccco2)cc1,2,8,2,-7,·,-19,-5,0
O=C(N/C(=C/c1cccc(Br)c1)C(=O)N1CCOCC1)c1ccco1,0,·,0,0,0.2,-7,8,4
O=c1[nH]cc(Cc2ccccc2)c(=O)[nH]1,-7,·,0,1,-1.1,-8,-5,-4
CN(C)C(CNC(=O)C1CCN(S(=O)(=O)c2cccc(C(F)(F)F)c2)CC1)c1ccccc1 (stereo not drawn),-11,-11,0,0,·,7,-1,1
Cc1cccc(Cn2nc(C(C)(C)C)cc2C(=O)N2CCOCC2)c1,-1,·,1,-10,-0.2,-8,-1,3
COCC(=O)Nc1ccc2c(c1)[C@@H]1C[C@H](CC(=O)N3CCc4ccccc4C3)O[C@@H](CO)[C@@H]1O2,3[16.7 µM],9,-3,5,0.2,3,-4,0
OC[C@H]1[C@@H](c2ccc(C#CC3(O)CCCC3)cc2)[C@@H]2CN(Cc3cncnc3)CCCCN12,4[16.7 µM],-5,0,3,-0.3,6,·,-2

# Some of the entries so far, with two lines to a compound:
# Under each structure: miR-122 sensor, PGC1a acetyl inh, Cneo AK release, RAD54 inh, E-selectin induc, RAD52 anneal inh, ERAP1 HTS inh, PglD inh
C[C@H](CO)N1C[C@H](C)[C@@H](CN(C)S(C)(=O)=O)Oc2ncc(-c3cccnc3)cc2C1=O
    -3[16.7 µM], 9, -4, 1, -0.8, -2, 1, -3
Cc1ccc(S(=O)(=O)N2CCN(C(=O)CC(C)(C)C)CC2)cc1
    -9, -1, 3, 0, -1.1, -12, -2, -9
COc1ccc(S(=O)(=O)Nc2ccc3c(c2)CC(=O)N([C@@H](C)CO)C[C@H](C)[C@H](CN(C)CC2CCCCC2)O3)cc1
    0[16.7 µM], 6, -3, 5, -0.5, 7, 1, -3

# Next part
SMILES,miR-122 sensor,PGC1a acetyl inh,Cneo AK release,RAD54 inh,E-selectin induc,RAD52 anneal inh,ERAP1 HTS inh,PglD inh
CCCCOc1ccc(N(CC(=O)NC(C)C)C(=O)CCC(=O)Nc2ccccn2)cc1,4,39,·,·,·,-7,-2,·
C[C@@H]1CCCCO[C@@H](CN(C)C(=O)Nc2ccc3c(c2)OCO3)[C@H](C)CN([C@@H](C)CO)C(=O)c2cc(NS(=O)(=O)c3ccc(F)cc3)ccc2O1,-4[16.7 µM],0,1,4,0.2,·,·,-2
Cc1cccc(C)c1Nc1nnc(SCC(=O)Nc2ncc(C(F)(F)F)cc2Cl)s1,-1,·,1,-4,-1.0,·,·,0
COc1ccc(CC(=O)Nc2cc(C)on2)cc1,-3,3,-1,-12,·,·,·,4
CCCSc1nc(C)cc(C)c1C(N)=O,-10,-5,1,13,-1.3,·,·,10
CCOC(=O)N1CCN(CC(=O)N2c3ccccc3CCc3ccccc32)CC1,-8,·,·,·,2.8,-1,-5,·
CO[C@@H]1CN(C)C(=O)c2cc(NC(C)=O)ccc2OC[C@H](C)N(C(=O)CN(C)C)C[C@@H]1C,1[16.7 µM],·,-8,-1,-0.2,-9,-1,9
COc1ccc(C(=O)CCN2CCCCCC2)cc1,6,-1,2,-10,·,0,2,-1
COc1ccc(C(=O)N/N=C\c2ccoc2)cc1,·,·,-3,-6,0.1,-13,0,11
CN1CCc2c(sc3nc(NCCO)n(-c4cccc(Cl)c4)c(=O)c23)C1,-3,-3,0,30,-0.2,-16,1,-3
Cc1ccc(NC(=O)CCNS(=O)(=O)c2cccs2)cc1F,-5,·,-12,-5,·,-11,-3,-4
C[C@@H]1CN([C@H](C)CO)C(=O)c2cc(NC(=O)C3CCCCC3)ccc2O[C@@H]1CN(C)Cc1ccc(C(F)(F)F)cc1,-1[16.7 µM],-6&6,-2&0,3&-12,15&0.2,4&-25,-2&-2,0&6
CCOc1ccc2cc(/C=C/C(=O)c3ccco3)c(Cl)nc2c1,-11,3,1,3,·,·,·,3
C[C@H](CO)N1C[C@H](C)[C@H](CN(C)Cc2ccc(C(F)(F)F)cc2)Oc2ccc(NS(=O)(=O)c3ccc(F)cc3)cc2C1=O,-9[16.7 µM],-2,5,-1,-0.3,-2,0,1
